From PubChem BioAssay
SRC1 TRFRET art = counter-screen for PPARgamma SRC-1 recruitment agonists: TR-FRET artefact; TR-FRET detection artefact counter-screen, emission ratio; hits give high values; TR-FRET ratio at 8 µM; actives 0.34% (n = 99,000); in the data active = TR-FRET ratio above about 2300; note: inactives centre near 1800; reference of the scale not given here
SRC3 TRFRET art = flags TR-FRET format artefacts in PPARgamma SRC-3 recruitment agonist screen; TR-FRET ratio at 8 µM; actives 0.39% (n = 99,000); TR-FRET artefact counter-screen, PPARgamma/SRC-3 format; hits give high values; in the data active = TR-FRET ratio above about 2000; note: inactives centre near 1600; reference of the scale not given here
The depositor's hits bear a star. The list is partial. The share of hits here may be higher or lower than overall.

SMILES	SRC1 TRFRET art	SRC3 TRFRET art
c1ccc2c(c1)CC/C2=N/Nc1nc2ccccc2[nH]1	1819	1717
O=C(c1cc(-c2ccccc2)on1)N1CCCc2ccccc21	1709	1445
CCS(=O)(=O)N1CCN(C(C)CCc2ccccc2)CC1 (stereo not drawn)	1850	1586
CCOC(=O)c1cc(-c2ccccc2)n(CC(=O)Nc2ccc(OC)c(OC)c2)c1C	1857	1480
Cc1nnc(NC(=O)c2ccc(S(=O)(=O)N3CCc4ccccc4C3)cc2)o1	1791	1493
CCOC(=O)c1cn(CC(=O)Nc2ccc(OC)cc2OC)nn1	1729	1578
COc1cccc(/C=C(\C#N)C(=O)NC2CCS(=O)(=O)C2)c1 (stereo not drawn)	1984	1770
CC(C)CSc1n[nH]c(=S)s1	1761	1581
C=C(C)CNC(=S)N1CCNC(=O)C1CC(=O)OC (stereo not drawn)	1619	1395
CN1C(=O)C2C(c3ccc(N(C)C)cc3)=NN(Cc3ccccc3)C2C1=O (stereo not drawn)	1665	1731
CCC(C)C(=O)Nc1ccc(OC)cc1[N+](=O)[O-] (stereo not drawn)	1797	1626
CCc1nc(SCc2ccc(F)cc2)n[nH]1	1758	1617
Cc1ccc2c(c1)c(N=NC(N)=S)c(O)n2Cc1ccccc1	1751	1539
COc1ccc(C(C(=O)NCc2ccccc2)N(Cc2ccco2)C(=O)c2cnccn2)cc1 (stereo not drawn)	1635	1470
COc1ccc(OCCSc2nc3nc(C)cc(C)n3n2)cc1	1455	1547
Cc1cc(Cl)ccc1OCCCC(=O)OCC(N)=O	1633	1470
COc1ccc(OC)c(-c2csc(NC(=O)c3ccc4c(c3)OCO4)n2)c1	1916	2559*
NS(=O)(=O)c1ccc(CCNC(=O)C2CCC(Cn3c(=S)[nH]c4ccccc4c3=O)CC2)cc1 (stereo not drawn)	1892	1507
COc1ccc(O[C@H]2C=C[C@@H](c3ccccc3)O[C@@H]2COC(=O)CC/C(C)=N/O[C@@H](C)c2cn([C@H](CO)Cc3ccccc3)nn2)cc1	1580	1283
CC(C)OC(=O)CC(=O)CSc1nc2c(c(-c3cccs3)c1C#N)CCC2	2146	1838
O=C(OCCC1Oc2cccnc2NC1=O)c1ccc(F)cc1 (stereo not drawn)	1608	1565
COC(=O)c1sccc1NC(=S)N1CCN(c2cccc(C)c2C)CC1	2105	2008
CCOC(=O)c1ccc(NNC(=O)CC)c([N+](=O)[O-])c1	1693	1742
N#Cc1ccccc1NC(=O)c1cc(=O)c2ccccc2o1	1819	1475
COc1cccc(NC(=S)NN2C(C)CCCC2C)c1 (stereo not drawn)	1652	1438
O=C(CSc1nnnn1-c1ccc(O)cc1)N1N=C(c2ccc3ccccc3c2)CC1c1ccccc1 (stereo not drawn)	1750	1566
O=C(COc1ccc(-c2ccccc2)cc1)N/N=C/c1cc(O)ccc1Br	1806	1661
C/C(=N\NC(=O)c1cccnc1)c1ccc(OC2OCCOC2Oc2ccc(/C(C)=N/NC(=O)c3cccnc3)cc2)cc1 (stereo not drawn)	2041	1618
CSc1nc2c(c(=O)[nH]1)C(c1cccc(Cl)c1Cl)CC(=O)N2 (stereo not drawn)	1767	1557
Cc1c(NP(=O)(Oc2ccccc2F)Oc2ccccc2F)c(=O)n(-c2ccccc2)n1C	1802	1456
COc1ccc(N(/N=C2\Sc3ccccc3C2=O)C(C)=O)cc1	1812	1842
C=CCC1(CC=C)CCCN1C(=O)CC1C(=O)NCCN1Cc1ccc(OC)c(OC)c1 (stereo not drawn)	1863	1630
Cc1ccc(C)c(CSc2nnc(C)c(=O)n2N)c1	1611	1708
COCCNC(=S)Nc1ccc2[nH]c(=O)[nH]c2c1	1692	1542
CCOC(=O)C1=C(N)N(c2ccccc2)C2=C(C(=O)CCC2)C1c1cccnc1 (stereo not drawn)	1751	1673
COc1ccccc1NC(=S)N1CCCC1	2031	1797
COc1ccccc1CCN=C(N)NS(=O)(=O)c1ccc(C)cc1	1789	1443
OCCN1CCN(C(=S)NC2CCCC2)CC1	1920	1640
O=C(CCCN1C(=O)c2cccc3cccc(c23)C1=O)N1CCN(c2ccccn2)CC1	2004	1553
O=C(Nc1cccc(F)c1)c1c(O)c2cccc3c2n(c1=O)CCC3	1815	1625
Cc1ccc2nc(-c3cccc(Br)c3)cc(C(=O)NC3=NCCS3)c2c1	1818	1704
Cc1c(C(=O)NCc2n[nH]c(=S)n2-c2ccc(F)cc2)cccc1[N+](=O)[O-]	1815	1606
CCCCNC(=O)/C(C#N)=c1\s/c(=C\c2ccccc2OC(F)F)c(=O)n1CCCOC	1806	1587
O=C(c1ccc2c3c(cccc13)CC2)C1CCCN(Cc2ccc(OCCO)cc2)C1 (stereo not drawn)	1931	1758
CN(C)CCNC(=S)Nc1ccccc1Cl	1882	1555
CCOC(=O)C1=C(c2ccc(OC)cc2)C(=O)c2ccccc2C1=O	1929	1536
Cc1cccc2sc(NC(=O)c3ccc(NS(=O)(=O)c4cccs4)cc3)nc12	1761	1614
Cc1[nH]c2ccccc2c1/C=N/NC(=O)CNC(=O)c1ccc2c(c1)OCO2	2191	1830
O=[N+]([O-])c1nn(-c2ccccc2)n(O)c1=NC1CCN(Cc2ccccc2)CC1	1901	1373
Cc1ccccc1C(=O)NCC(=O)NNC(=S)NC(=O)c1ccccc1C	1916	1603

Among those listed so far, these contain a cyano group.
SMILES	SRC1 TRFRET art	SRC3 TRFRET art
COc1cccc(/C=C(\C#N)C(=O)NC2CCS(=O)(=O)C2)c1 (stereo not drawn)	1984	1770
CC(C)OC(=O)CC(=O)CSc1nc2c(c(-c3cccs3)c1C#N)CCC2	2146	1838
N#Cc1ccccc1NC(=O)c1cc(=O)c2ccccc2o1	1819	1475
CCCCNC(=O)/C(C#N)=c1\s/c(=C\c2ccccc2OC(F)F)c(=O)n1CCCOC	1806	1587

Following part.
SMILES	SRC1 TRFRET art	SRC3 TRFRET art
C[N+](C)(C)CCCNC(=O)c1ccc(/C=N/O)nc1	1955	1589
CC(C)[C@H](NC(=O)c1cccc(S(=O)(=O)N2CCOCC2)c1)C(=O)Nc1nc2ccccc2s1	1920	1595
CCOC(=O)c1c(-c2ccc(C)s2)csc1N	1910	1659
O=c1c2cc(Br)ccc2nc(-c2ccc([N+](=O)[O-])cc2)n1O	2007	1730
Cc1cccc(OCC(=O)Nc2cccc(C(=O)Nc3ccccc3C(=O)O)c2)c1	1821	1613
Cc1ccc(C)c(-c2csc(NC(=O)c3cnccn3)n2)c1	1635	1599
CCCCN(C(=O)/C=C/c1ccc(OCC(C)C)c(OCC)c1)c1c(N)n(CCC)c(=O)[nH]c1=O	1715	1360
O=c1c2cc(-c3ccccc3)sc2nc2n1CCC2	1894	1526
O=C(NNC1OC(CO)C(O)C(O)C1O)c1cccc(Br)c1 (stereo not drawn)	2048	1593
CC(C)c1ccc(NC(=O)C(c2ccccc2)N2CC(=O)Nc3ccccc32)cc1 (stereo not drawn)	1751	1538
NS(=O)(=O)c1ccc(NC(=O)COC(=O)C2CCCCC2)cc1	1475	1275
COCCCNC(=O)c1c[nH]c2ccc(S(=O)(=O)N3CCc4ccccc43)cc2c1=O	1914	1836
Cc1ccc(NC(=O)C2CC(=O)n3c(nc4ccccc43)N2)cc1Cl (stereo not drawn)	1347	1326
CCOC(=O)N1CCN(c2cccc(C)c2C)CC1	1880	1628
NC(=O)C1CCN(c2ccnc3cc(Cl)ccc23)CC1	1832	1393
CC(C)(Nc1ccccc1)C(=O)c1ccccc1	2055	1706
COc1ccc(CSc2nncn2N)cc1[N+](=O)[O-]	1558	1595
Cc1cccc(NC(=O)CN(C)S(=O)(=O)c2ccc(Cl)cc2)n1	1654	1515
Cn1c(N)c(C(=O)COC(=O)CC(NC(=O)c2ccccc2Cl)c2ccccc2)c(=O)n(C)c1=O (stereo not drawn)	1830	1668
O=C(c1cc2ccccc2oc1=O)N(c1ccccc1)C1C=CS(=O)(=O)C1 (stereo not drawn)	1669	1691
CCCCCCCC(O)CC(CC1CCCCC1)C(=O)NN (stereo not drawn)	1492	1425
C(=N\Nc1nc2ccccc2s1)/c1ccc2c(c1)OCO2	1784	1588
COc1ccc(CCN=C(N)NS(=O)(=O)c2ccc(C)c(C)c2)cc1	1788	1668
CCNS(=O)(=O)c1ccc(NC(=O)c2cncc(Br)c2)cc1	1554	1625
NC(=O)c1ccc(NC(=O)c2cccc(Oc3ccccc3)c2)cc1	1879	1525

4 of the compounds above, field by field.
> CCOC(=O)N1CCN(c2cccc(C)c2C)CC1
  SRC1 TRFRET art: 1880	SRC3 TRFRET art: 1628

> CCCCN(C(=O)/C=C/c1ccc(OCC(C)C)c(OCC)c1)c1c(N)n(CCC)c(=O)[nH]c1=O
  SRC1 TRFRET art: 1715	SRC3 TRFRET art: 1360

> C[N+](C)(C)CCCNC(=O)c1ccc(/C=N/O)nc1
  SRC1 TRFRET art: 1955	SRC3 TRFRET art: 1589

> CC(C)[C@H](NC(=O)c1cccc(S(=O)(=O)N2CCOCC2)c1)C(=O)Nc1nc2ccccc2s1
  SRC1 TRFRET art: 1920	SRC3 TRFRET art: 1595

Additional results
SMILES	SRC1 TRFRET art	SRC3 TRFRET art
CC(C)c1ccc(NC(=S)N2CCN(Cc3ccccc3)CC2)cc1	1845	1561
CN(C)c1ccc(NC(N)=S)cc1	1779	1641
CCOc1ccc(N2CCc3c(C)nc(SC)nc32)cc1	2102	1761
COc1ccc(C(C(=O)NC(C)(C)C)N(Cc2ccc(C)cc2)C(=O)CCC(=O)Nc2cc(C)on2)cc1 (stereo not drawn)	1612	1531
O=[N+]([O-])c1cccc(C=Nc2cc3c(cc2Br)OCCO3)c1	1866	1709
OC1CCN(c2c3c(nc4cc(-c5cccc(F)c5)nn24)CCCC3)CC1	1610	1431
COc1nc(N2CCCC2)nc(-n2nnc(C(C)=O)c2C)n1	1830	1641
COC(=O)c1ccccc1NC(=O)NC1CCCC1	1862	1580
COc1ccc(OCC(=O)c2c[nH]c3ccccc23)cc1	1605	1897
COc1ccc(N2CCN(C(=O)Cn3cnc4c(cnn4-c4ccc(C)cc4)c3=O)CC2)cc1	1736	1530
C/C(=N\Nc1nc(N2CCCCC2)nc(N2CCOCC2)n1)c1cccs1	1816	1499
COc1cc(O)c(CCO)c2c1C(=O)C[C@@H](C)O2	2069	1653
CCc1cccc2c(C(=O)C(F)(F)F)cn(CC(=O)NCC3CCCO3)c12 (stereo not drawn)	1597	1472
O=C(COc1ccc(/C=N/NC(=O)c2ccccc2O)cc1)Nc1ccc([N+](=O)[O-])cc1	2011	1502
COc1ccc(Nc2nc(-c3ccccc3)c3ccccc3n2)cc1	1978	1656
Cc1cc(NC(=O)CSc2nnnn2-c2ccc(C)c(C)c2)no1	1830	1533
O=C(Cc1ccccc1)NCCC1=CCCCC1	1669	1624
CCOC(=O)C(C)(C)N(Cc1ccccc1C)S(=O)(=O)c1ccc(Cl)c([N+](=O)[O-])c1	1909	1680
CC(C)(C)c1ccc(C(CC(=O)O)NC(=O)CSc2ccccc2)cc1 (stereo not drawn)	1755	1438
O=[N+]([O-])c1ccc(N/N=C/c2cn(Cc3ccc(F)cc3)c3ccccc23)nc1	1858	1480
C=CCNC(=S)Nc1cccc(NC(=S)NCC=C)c1	1847	1741
O=c1[nH][nH]c(-c2ccccc2O)c1C(C[N+](=O)[O-])c1ccc(Br)cc1 (stereo not drawn)	1980	1664
COc1ccc(/C=C(/C#N)c2cccnc2)cc1OC	1639	1630
COc1ccccc1N1CCN(C(=O)c2cccc3c(=O)c(C)c(-c4ccccc4)oc23)CC1	2019	1704
O=C1CC[C@@H](C(=O)N2CSC[C@H]2C(=O)O)N1	1792	1412
Cc1ccc(/C=N\NC(=O)c2cc([N+](=O)[O-])cc([N+](=O)[O-])c2)o1	1723	1574
COC(=O)c1ccc(COc2cccc3c2CCN(Cc2cccc(C)c2)C3=O)o1	1743	1555
CC(=O)N1CCc2ccc(S(=O)(=O)Nc3ccccc3Cl)cc21	1838	1564
CCC(=O)N(C1=C(NC)C(=O)c2ccccc2C1=O)C(C)C	1924	1395
CCCOc1ccc(N2C(=O)CC(N3CCC(c4nc5ccccc5o4)CC3)C2=O)cc1 (stereo not drawn)	1723	1567
COC(=O)C1=C(C)N(Cc2cccnc2)C(=O)/C1=C\c1cccs1	1799	1587
CC1CCc2c(C(=O)Nc3ccc(OC(F)(F)F)cc3)csc2C1 (stereo not drawn)	1829	1349
COc1ccc(C(=O)C2=NN(C(C)=O)CC2c2ccco2)cc1 (stereo not drawn)	1932	1651
Cc1ccc(NC(=O)c2ccccc2OCc2ccc([N+](=O)[O-])cc2)nc1	2012	1478
CCC(C)NC(=O)c1ccc(C(=O)c2ccccc2)cc1 (stereo not drawn)	1748	1659
